Compound activity as filed in PubChem.
E-sel TNF inh: blocks E-selectin expression induced by TNF alpha; HUVEC TNFa-induced E-selectin immunofluorescence, high content; 120,000 compounds, 0.71% hits; inhibition, % at 2 µM;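 active = inhibition above the batch mean plus 3 SD, and confirmed as a hit on visual image review, cut at about 43% in these data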;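 also: 0% = TNF-stimulated DMSO wells and 100% = unstimulated control wells; not every result past the cut was called active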
Numbers without * were called inactive. Only part of the results is shown; the hit share may differ from the screen's.

smiles,E-sel TNF inh
CCc1nc2ccc(C(=O)Nc3nnc(C)s3)cc2nc1CC,-12.6
CC(OC(=O)C1COc2ccccc2O1)C(=O)N(C)c1ccccc1 (stereo not given),-3.0
Cc1ccc(C)c(N2N=C(C(=O)Nc3nccs3)CCC2=O)c1,-1.8
COc1ccc(C2=NOC(CNC(N)=S)C2)cc1 (stereo not given),-23.2
CCCCN1C=C(C(=O)OC)C(c2ccccc2Cl)C(C(=O)OC)=C1,-36.4
CCOC(=O)NC(=O)COC(=O)CNC(=O)c1ccc(OCC)c(OCC)c1,-14.6
CCOC(=O)/C(C#N)=C/c1cccc(F)c1,-6.0
O=C(COc1ccccc1)NCC1(N2CCCCC2)CCCCC1,14.8

Next section, starting with the last five of the part before.
smiles,E-sel TNF inh
COc1ccc(C2=NOC(CNC(N)=S)C2)cc1 (stereo not given),-23.2
CCCCN1C=C(C(=O)OC)C(c2ccccc2Cl)C(C(=O)OC)=C1,-36.4
CCOC(=O)NC(=O)COC(=O)CNC(=O)c1ccc(OCC)c(OCC)c1,-14.6
CCOC(=O)/C(C#N)=C/c1cccc(F)c1,-6.0
O=C(COc1ccccc1)NCC1(N2CCCCC2)CCCCC1,14.8
COc1ccc(Cl)cc1NC(=O)CN(C)CC(=O)Nc1ccccc1C(F)(F)F,9.0
O=C(c1cccc(Cl)c1)N1CCN(Cc2c[nH]c3ccccc23)CC1,4.6
Cn1c(SCC(=O)Nc2ccccc2[N+](=O)[O-])nnc1C(F)(F)F,-8.9
CN1CCN(C(=O)c2ccccc2Nc2ccc(SC(F)F)cc2)CC1,15.1
CCOc1ccc(C(C)NC(=O)C2CCCC2)cc1 (stereo not given),21.5
COc1c2c(nc3occc13)C(CC=C(C)C)(OC)C(=O)C=C2 (stereo not given),-1.9
CC(C)N1CCN(Cc2ccccc2-c2ccco2)CC1CCO (stereo not given),-14.6
O=C(CN1C(=O)C2CCCCC2C1=O)OCc1nnc(-c2ccccc2)o1 (stereo not given),-17.5
CCCN(CC(=O)Nc1ccc(Cl)cc1Cl)Cc1cc(=O)n2ccsc2n1,-13.8
Cc1cccn2cc(-c3ccc(F)cc3)cc12,-43.2
CC(=O)Nc1ccc(S(=O)(=O)NC(C)C(=O)NCCc2ccc(F)cc2)cc1 (stereo not given),-30.4
O=C(CN1C(=O)NC2(CCOc3ccccc32)C1=O)Nc1ccc(F)c(F)c1F (stereo not given),-13.9
O=C1CN(C(=O)COC(=O)c2ccc[n+]([O-])c2)c2ccccc2N1,-9.6
COCCNC(=O)c1ccccc1NC(=O)c1cccc([N+](=O)[O-])c1C,60.4*
O=C(Cc1cccs1)NNC(=O)C12CC3CC(CC(C3)C1)C2,-10.5
COc1ccc(NC(=O)c2csc3c2CCCCC3)c(OC)c1,-2.9
CC(C)(C)OC(=O)N/N=C\c1ccc(OC(=O)c2ccco2)cc1,8.0
O=C(Nc1ccc(F)cc1)c1csc(Cc2ccccc2)n1,-1.9
COc1cccc2cc(C(C)N(CCCN3CCOCC3)C(=S)Nc3ccccc3C)oc12 (stereo not given),0.4
O=C(Nc1cccc(-c2nc3ccccc3c(=O)o2)c1)c1ccccc1,7.8
CCOC(=O)c1c(C)[nH]c(C)c1C(=O)CSc1nncs1,-29.2
Cc1cccc(CSc2ncnc3ccccc23)c1,4.5
COCC(=O)OCC(=O)Nc1ccccc1-c1ccccc1,-7.2
CCn1c(=O)c2c(n3c(=S)[nH]nc13)-c1ccccc1CC21CCCCC1,8.2
O=C(COC(=O)c1nc(Cl)ccc1Cl)Nc1ccc2c(c1)OCO2,-21.2
CCOc1cc(/C=N/Nc2nc3ccccc3[nH]2)cc(Br)c1OCC(=O)N(C)C,3.7
Cc1cc(C)cc(OCCNC(=O)C(C)N2C(=O)c3ccccc3C2=O)c1 (stereo not given),-6.2
CC(=O)Nc1ccc(C(=O)N/N=C/c2ccc(F)cc2)cc1,-6.4
Cc1cccc(OCC(=O)Nc2nnc(-c3ccco3)s2)c1,9.8
CC(Sc1ccccc1)C(=O)NN=C1CCN(C)CC1 (stereo not given),22.4
Cc1nc(N2CCCCC2)c2c(C)c(C(=O)Nc3ccccc3C(F)(F)F)sc2n1,-0.1
Cc1cc(OC(C)C(N)=O)nc(-c2ccccc2)n1 (stereo not given),10.4

Entries above that have a CF3 group (3):
smiles,E-sel TNF inh
COc1ccc(Cl)cc1NC(=O)CN(C)CC(=O)Nc1ccccc1C(F)(F)F,9.0
Cn1c(SCC(=O)Nc2ccccc2[N+](=O)[O-])nnc1C(F)(F)F,-8.9
Cc1nc(N2CCCCC2)c2c(C)c(C(=O)Nc3ccccc3C(F)(F)F)sc2n1,-0.1

The listing continues:
smiles,E-sel TNF inh
COc1ccc(CNc2ccc(C)c(C)c2)cc1,-32.4
COc1ccc(CC(=O)NC(CC(=O)O)c2cccc([N+](=O)[O-])c2)cc1 (stereo not given),-15.2
CC1CCN(CCCn2c(=S)[nH]c3c(sc4ccc([N+](=O)[O-])cc43)c2=O)CC1,-3.8
Cc1ccc(/C=N/N(C)C2=NS(=O)(=O)c3ccccc32)o1,23.9
O=C(Nc1nnc(-c2cccs2)s1)c1cccc(F)c1,-2.4
CCCNC(=O)CSc1nc2[nH]ncc2c(=O)[nH]1,51.8
O=C(COc1ccc2ccccc2c1)Nc1nccs1,0.9
CCOC(=O)C1=C(CC)Nc2ccccc2N/C1=N\S(=O)(=O)c1ccc(C(=O)OCC)cc1,-47.7
C=CCNCCCOc1ccc(Cl)cc1C(C)(C)C,-16.7
O=C(N/N=C/c1ccco1)c1ccn[nH]1,16.0
Cc1ccc(S(=O)(=O)Nc2cc(=O)[nH]c(SCC(=O)Nc3ccccc3Cl)n2)cc1,-28.7
Cc1ccccc1NC(=O)Cn1c(CCC(=O)O)ccc1-c1cccs1,-39.5
N#Cc1ncc(C(F)(F)F)cc1Oc1cccnc1,-10.3
C=CCN(CC=C)S(=O)(=O)c1ccc(C(=O)Nc2nnc(CSC)o2)cc1,-12.2
CCCCOC(=O)c1ccc(NC(=O)CSc2nnnn2C)cc1,-9.3
CC(=O)c1cccc(NC(=S)NC(=O)c2ccc(C)cc2Cl)c1,3.0
c1ccc(Cc2nnc(N3CCCCC3)c3ccccc23)cc1,-5.6
CC1=NN(c2nc(-c3ccc(C#N)cc3)cs2)C(=O)C1,-38.0
COc1ccc(C2=NN(C(=O)CCC(=O)O)C(c3cccs3)C2)cc1 (stereo not given),-38.9
CCOC(=O)Cc1ncccc1C(=O)Nc1ccc(Oc2ccccc2)cc1,-5.3
O=C(O)CNC(=O)c1ccc(Sc2ccccc2)c([N+](=O)[O-])c1,-2.8
Cc1ccc(Sc2sc(=O)n(C)c2S(=O)(=O)c2ccc(C)cc2)cc1,-9.2
O=C(CCc1nc2ccccc2s1)Nc1cccnc1,16.4
CCN1/C(=C/c2ccc3cc(C)ccc3[n+]2C)Sc2ccc3sccc3c21,-6.9
COc1ccccc1CNC(=O)c1cn(C)c2ccc(S(=O)(=O)N3CCCC3)cc2c1=O,-16.4
CCOC(=O)NC(=O)CSc1nnc(C2CC2)n1Cc1ccco1,-28.2
CCc1nnc(NC(=O)CSc2nc3cc(OC)ccc3cc2C)s1,-2.5
Cc1c(S(=O)(=O)N2CCCC(C(=O)O)C2)cnn1C (stereo not given),3.4
C=CCc1c(C)nc2ccc(C(=O)OCC)cc2c1Cl,11.8
CCC(C)C(NC(=O)OCc1ccccc1)C(=O)NC(Cc1ccc(O)cc1)C(=O)OC (stereo not given),10.3
Cc1ccc2nc(-c3ccc(NC(=O)CNC4CC4)cc3)sc2c1,-16.6
O=C(CCc1ccccc1)Nc1ccc(F)c([N+](=O)[O-])c1,-9.4

(more compounds)
canonical_smiles,E-sel TNF inh
COc1ccc(CN=C2NN=C(c3ccccc3)CS2)cc1,25.4
NC(CO)C(O)c1ccc([N+](=O)[O-])cc1 (stereo not given),-7.2
COc1cccc(CNC(=O)C(C(=O)NCc2cccc(OC)c2)c2ncc(C(F)(F)F)cc2Cl)c1,26.5
CCN1/C(=C/C(C)=C/c2sc3ccccc3[n+]2CC)Sc2ccccc21,-2.6
CC(C)C(=O)Nc1cccc(NC(=O)c2cccc(Br)c2)c1,-13.7
O=C(O)CN1CCCCCC1=O,-1.9
O=C(N/N=C/c1cc([N+](=O)[O-])ccc1Cl)c1cnccn1,-5.5
COc1cc(/C=C2/NC(=O)NC2=O)cc(Br)c1OCc1ccccc1,-13.8
COc1ccc2c(c1)CC(C)C/C2=N\NC(=O)c1ccco1 (stereo not given),-2.3
CC1CCc2c(nc3ncnn3c2NCCc2ccccc2F)C1 (stereo not given),-4.9
CC(C)(C)c1ccc(C(=O)N/C(=C\c2ccco2)C(=O)O)cc1,-55.2
CCN1C(=O)C(CC(=O)Nc2ccc(OC)cc2)N(CCCN2CCN(c3ccc(OC)cc3)CC2)C1=S (stereo not given),-15.6
COc1ccc(CN2CCN(C(=O)c3ccc(-c4ccccc4)cc3)CC2)c(OC)c1OC,6.7
O=C(O)CCCNc1c(C(=O)Nc2ccc(Cl)cc2)cc([N+](=O)[O-])cc1[N+](=O)[O-],49.0
Cc1nn(Cc2ccc(F)cc2)c(Cl)c1/C=N/NC(=O)c1ccccc1,-8.7
Cc1ccc(-c2nnc(SCC(N)=O)n2C)cc1,-39.1
N=C(c1cccc([N+](=O)[O-])c1)N1CCCCC1,-14.3
O=C(CCl)N=c1sccn1Cc1ccc(Cl)cc1Cl,7.6
O=C(COC(=O)/C=C/c1ccccc1[N+](=O)[O-])NC1CCS(=O)(=O)C1 (stereo not given),-6.8
COc1cccc(NC(=O)C(C)SCc2ccccc2)c1 (stereo not given),-1.7
CC(=O)c1ccc(NC(=O)C(NC(=O)c2ccccc2)=C(C)C)cc1,-3.1
CCN(C(=O)CSc1nc2ccccc2c(=O)n1C(C)COC)C1CCS(=O)(=O)C1 (stereo not given),-3.3
Cc1cccc(/N=C/c2c(O)n(Cc3ccc4c(c3)OCO4)c(=O)c3ccccc23)n1,-6.7
COc1ccc(C(=O)N/C(=C\c2ccccc2)C(=O)NC(CC(C)C)C(=O)O)cc1 (stereo not given),-7.0
COc1cccc(C2C3=C(CCCC3=O)NC3=C2C(=O)c2ccccc23)c1 (stereo not given),-5.8
CCOC(=O)CNC(=O)N1CCCC(C(=O)c2ccc3c(c2)OCO3)C1 (stereo not given),1.1
O=C(OCc1cccc([N+](=O)[O-])c1)c1ccc2ccccc2n1,-10.2
Fc1ccc(NC(=S)Nc2cccnc2)c(F)c1F,25.6
O=[N+]([O-])c1cccc(-c2noc(COc3ccccc3)n2)c1,12.0
Cc1cccc(NC(=O)C(=O)NCCCN2CCOCC2)c1,4.2
COCCNC(=S)N1CCN(c2cccc(C)c2C)CC1,-11.6
Cc1ccc(NCc2ccc(Cl)nc2)c(NCc2ccc(Cl)nc2)c1,-1.1
Cc1ccccc1N1CC(O)(c2cccs2)[N+]2=C1CCCC2 (stereo not given),-6.8
Cc1cc(C)n(-c2cc(C(=O)O)cc(C(=O)O)c2)n1,-29.6
COc1cccc(N/N=C(\C#N)S(=O)(=O)C(C)(C)C)c1,-13.9
COc1c(F)c(F)c(C(=O)Nc2ccc(-c3nc4ccccc4[nH]3)cc2)c(F)c1F,-4.5
COc1cccc(NC(=O)c2ccc(-c3ccc([N+](=O)[O-])cc3)o2)c1,-10.9
Cc1ccc(CNC(=O)Cn2nnc3ccccc3c2=O)cc1,-54.0
C=CCc1cccc(C=Nc2ccc(Br)cc2)c1O,3.3
Cc1cccc(C2c3[nH]c4ccccc4c3CCN2C(=O)c2cc3c([nH]c2=O)CCCC3)n1 (stereo not given),-10.1
O=C(NC(=S)Nc1ccc(-c2ccc(CO)o2)cc1)c1cccs1,30.8
CC(Sc1nnnn1C)C(=O)Nc1ccccc1 (stereo not given),-9.4
O=C(Oc1cccnc1)c1ccc([N+](=O)[O-])cc1Cl,-1.4
C=CCn1c(=O)/c(=C2/Sc3ccccc3N2CC)s/c1=C1/C(=O)NN=C1C,3.0
COc1cc2c(cc1OC)CN(CC(=O)Nc1ccc(Cl)c(S(=O)(=O)N(C)C)c1)CC2,-41.5
C=CCNC(=S)N(CC)c1cccc2ccccc12,-21.3
CNC(=O)CSc1nnc(-c2ccc3c(c2)OCO3)n1C,-23.1
O=C(c1cccc(Cl)c1)N1CCn2c1nc1ccccc12,-7.3
OCCC1CN(Cc2cccc(-c3ccco3)c2)CCN1Cc1ccsc1 (stereo not given),-22.2
O=C(NCCc1ccccn1)C1CCN(S(=O)(=O)c2ccc(Cl)cc2)CC1,-10.0
CC(=O)Nc1ccc(NC(=S)Nc2ccc(F)cc2)cc1,10.8
Cc1ccc2c(c1)C1CN(C)CCC1N2C(=S)NC(=O)c1ccc(Br)cc1 (stereo not given),12.3
Cc1ccccc1Nc1nc(N)nc(COc2ccc(C#N)cc2)n1,26.1
O=C(COC(=O)c1ccncc1)NCCCc1ccccc1,-11.3
CCN1CCCC1CN(Cc1cc2ccc(C)cc2[nH]c1=O)C(=S)Nc1ccc(F)cc1 (stereo not given),-22.6
O/N=C/c1ccn(-c2ccc(Br)cc2)c1,-11.0
O=C(/C=C/c1ccco1)NCC(=O)N/N=C/c1ccc([N+](=O)[O-])cc1,-1.4
O=C(O)c1ccc(-c2nc(-c3ccccc3)cs2)cc1,-10.8
CC(=O)Nc1ccc(N(C(=O)c2ccco2)C(C(=O)NC2CCCC2)c2cccs2)cc1 (stereo not given),-34.0
CNc1nc(Cl)c(SC)c(N2CCOCC2)n1,-0.4

Next section.
canonical_smiles,E-sel TNF inh
OCC1(Cc2ccc(Cl)cc2)CCN(CCCc2ccccc2)CC1,-21.5
COc1c2ccccc2c(OC)c2ccccc12,2.9
O=C(/C=C/c1ccc([N+](=O)[O-])cc1)NC1CC2CCC1C2 (stereo not given),-18.8
O=C(Cc1ccc(Cl)cc1)N/N=C/c1ccncc1,7.6
Cc1cc(=O)n2[nH]c(NCc3c(F)cccc3Cl)nc2n1,8.1
FC(F)(F)COc1ccc(-n2ccnc2)nn1,-61.7

Some values from the results shown.
Cc1ccccc1Nc1nc(N)nc(COc2ccc(C#N)cc2)n1 in E-sel TNF inh shows 26.1
O=C(OCc1cccc([N+](=O)[O-])c1)c1ccc2ccccc2n1 in E-sel TNF inh shows -10.2
c1ccc(Cc2nnc(N3CCCCC3)c3ccccc23)cc1 in E-sel TNF inh shows -5.6
C=CCNC(=S)N(CC)c1cccc2ccccc12 in E-sel TNF inh shows -21.3
